# PTHR1 ag: agonists of human PTHR1 parathyroid hormone receptor; Potency, µM (doses to about 115 µM), without a hit: at the highest dose activation, most hits filed as activators; HEK293 GP2 PTHR1 cells, GloSensor cAMP luminescence, 1 h; Q03431; actives 0.075% (n = 410,000); note: potency is the fitted concentration of half-maximal effect; nearly all actives have a fitted effect of over 55% in size; some results filed as inactive show a strong effect at the top dose; inactives centre near -15; many of its hits are not listed in these tables
# Target sequence (Q03431 whole entry, looked up): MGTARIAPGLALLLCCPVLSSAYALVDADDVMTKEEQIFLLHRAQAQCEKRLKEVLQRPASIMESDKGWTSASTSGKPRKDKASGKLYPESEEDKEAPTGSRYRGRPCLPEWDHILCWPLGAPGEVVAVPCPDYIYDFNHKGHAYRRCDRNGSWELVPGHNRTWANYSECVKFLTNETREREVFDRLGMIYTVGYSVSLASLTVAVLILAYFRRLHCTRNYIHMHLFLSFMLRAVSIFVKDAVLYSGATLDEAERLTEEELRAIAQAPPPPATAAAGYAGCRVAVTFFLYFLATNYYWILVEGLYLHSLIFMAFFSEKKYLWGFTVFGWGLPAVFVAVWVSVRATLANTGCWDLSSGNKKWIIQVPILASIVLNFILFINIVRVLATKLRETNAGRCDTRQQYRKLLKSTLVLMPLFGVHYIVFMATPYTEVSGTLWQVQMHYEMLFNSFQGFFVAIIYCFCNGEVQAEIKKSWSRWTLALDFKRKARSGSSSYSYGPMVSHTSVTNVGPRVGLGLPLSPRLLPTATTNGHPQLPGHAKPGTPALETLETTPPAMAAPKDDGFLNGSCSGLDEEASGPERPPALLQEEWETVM
#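 HEK-293-derived GP2 cells expressing PTHR1 and a GloSensor cAMP reporter, 3,000/well, plated overnight, given luciferin plus IBMX (each 0.5 mM as added) for 1 h at 37 °C, then compound for 1 h at 37 °C. Luminescence was read after 15 min at room temperature.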
# aSyn yeast inh: rescues yeast growth from alpha-synuclein toxicity. actives 0.14% (n = 370,000). Potency, µM (titrated, usually from 46.1 µM), inactives show at the highest dose growth rescue (activation), actives largely listed as activators. AID 652106. Yeast expressing alpha-synuclein, growth rescue, BacTiter-Glo, 24 h; note: potency is the fitted concentration of half-maximal effect; % of control where 0% means no effect; nearly all actives have a fitted effect of over 65% in size
#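 Galactose-induced alpha-syn yeast (OD600=0.02, raffinose-pregrown) + pinned cpd, 24 hr, 30 deg C; growth by BacTiter-Glo luminescence. Growth restoration scores as activation.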
# GLP-1R agonist: GLP-1 receptor (human) agonism. P43220. HEK293 GLP-1R CRE-luciferase, luminescence, 4-6 h; cells express a hypersensitive GLP-1R form. Potency, µM (series often up to 45.6 µM), without a hit: at the highest dose activation, actives largely listed as activators. actives 0.007% (n = 380,000). AID 624172; note: potency is the fitted concentration of half-maximal effect; % of control where 0% means no effect
# Target sequence (P43220 whole entry, looked up): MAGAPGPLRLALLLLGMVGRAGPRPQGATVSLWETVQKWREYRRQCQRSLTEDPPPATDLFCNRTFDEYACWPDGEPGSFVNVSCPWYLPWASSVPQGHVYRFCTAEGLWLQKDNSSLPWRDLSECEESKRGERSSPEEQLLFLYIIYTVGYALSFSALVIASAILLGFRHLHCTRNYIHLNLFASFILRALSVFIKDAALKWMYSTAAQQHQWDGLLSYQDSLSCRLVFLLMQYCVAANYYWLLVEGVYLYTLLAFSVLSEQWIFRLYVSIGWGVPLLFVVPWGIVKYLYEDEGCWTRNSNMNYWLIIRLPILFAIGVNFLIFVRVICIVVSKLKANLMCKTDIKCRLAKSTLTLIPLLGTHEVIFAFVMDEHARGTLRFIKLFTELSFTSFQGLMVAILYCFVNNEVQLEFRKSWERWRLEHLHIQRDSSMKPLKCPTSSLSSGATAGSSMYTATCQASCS
# TDP43 rescue: inhibitors of TDP-43 toxicity in yeast. TDP-43 expressing yeast growth rescue, BacTiter-Glo, 24 h. Potency, µM (titrated, usually from 46.1 µM), for the others: top-dose growth rescue (activation), usual class: activators. actives 1.8% (n = 410,000); note: potency is the fitted concentration of half-maximal effect; % of control where 0% means no effect; nearly all actives have a fitted effect of over 50% in size
#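 Galactose-induced TDP-43 yeast, OD600=0.02, compound pinned; 24 hr, 30 deg C; BacTiter-Glo luminescence for growth. Inhibitors of TDP-43 toxicity read as activators.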
# pAkt inh: blocks phosphorylation of Akt. Neuro2A IGF-stimulated pAkt S473 HTRF, 20 min; active compounds read low. activity change, % for hits at 50 µM. actives 0.32% (n = 360,000); in the data active = activity change below about -80%; inconclusive = mostly about -51% to -80%; note: % is set by controls: 0 for no effect and ±100 for the full control effect
#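 Neuro2A cells in DMEM with 0.5% FBS, overnight at 37 deg C, given compound at single 50 µM final, then IGF (6 nM final) for 20 min at 37 deg C. Lysed; phospho-Akt Ser473 by HTRF after 24 h, 665/615 ratio.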
# GLP1R inv ag: inverse agonists of human GLP-1 receptor | Potency, µM (highest dose often 38.3 µM), for inactives: top-dose activity change, negative = inhibition, most hits filed as inhibitors | P43220 | HEK293 GLP-1R CRE-luciferase, luminescence, 24 h; GLP-1R form is constitutively active | actives 1.6% (n = 410,000) | AID 624417; note: potency is the fitted concentration of half-maximal effect; % is set by controls: 0 for no effect and ±100 for the full control effect; nearly all actives have a fitted effect of over 55% in size
#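 HEK293 cells stably co-expressing constitutively active GLP-1R and a cAMP-responsive luciferase reporter were seeded in DMEM with 10% Nu serum, given compounds after 12 h, and incubated 24 h at 37 deg C. Luminescence was then read.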
# FUS suppressor: suppressors of FUS proteinopathy in yeast. S. cerevisiae FUS-expressing, growth rescue, OD600, 24 h. Potency, µM (highest dose often 76.6 µM), for inactives: top-dose growth rescue (activation), most hits filed as activators. actives 0.24% (n = 390,000). AID 1347120;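 note: potency is the fitted concentration of half-maximal effect; plate controls were DMSO vehicle for no effect and reference control for full effect; nearly all actives have a fitted effect of over 55% in size; some results filed as inactive show a strong effect at the top dose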
#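 Cultures pregrown in 2.5% raffinose medium are shifted to minimal medium containing 2% galactose to express toxic FUS. Compounds are tested at several concentrations. After 24hr at 30C, growth is quantified at 600 nm absorbance.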
# Abeta rescue: A-beta toxicity reversal in yeast | actives 0.063% (n = 410,000) | AID 1347071 | Potency, µM (top dose mostly 46.1 µM), for inactives: at the top dose growth rescue, usual class: activators | yeast expressing A-beta42, growth rescue, OD600, 48 h; response scale: 0% DMSO, 100% iron-clioquinol control; note: potency is the fitted concentration of half-maximal effect; nearly all actives have a fitted effect of over 55% in size
#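 Growth rescue measured by 600 nm absorbance after 48 h yeast culture at 30 C with compound. Values normalized between DMSO and an equimolar ferric chloride plus clioquinol control.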
# DRD3 antagonist: blocks the human D3 dopamine receptor | P35462 | D3R cells, DiscoveRx beta-arrestin luminescence, antagonist mode; active compounds read low | max response, negative = inhibition, % | actives 2.5% (n = 360,000) | AID 652054; in the data active = max response below about -50%; inconclusive = no clear call, values can overlap the other calls; note: % is set by controls: 0 for no effect and ±100 for the full control effect; mostly tested at two doses, the higher about 12 µM
#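 Cells plated overnight at 1500 cells/well, then exposed to library compounds with dopamine controls for 90 minutes at 37 degrees C. DiscoveRx reagent added for 30–60 minutes at room temperature; luminescence read, quantitative HTS format.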
# The depositor's hits bear a star; i = inactive; ? = inconclusive; / = not tested or not shown; & = joins results of further samples; ! = not confirmed by another sample; [ ] = remark or other dose. Unless noted, calls come from the whole dose curve; as a rule, active = well fitted curve in the direction sought with a large enough effect; inconclusive = small, poorly fitted or top-dose-only effect, or another doubt; inactive = no such curve, though single readings can be large; an effect the other way counts as inactive or inconclusive. An excerpt (hit frequency here may not be typical).
structure	PTHR1 ag	aSyn yeast inh	GLP1R inv ag	Abeta rescue	DRD3 antagonist	pAkt inh	FUS suppressor	GLP-1R agonist	TDP43 rescue
CC1=C(C(=O)OCC2CCCO2)C(c2cccc(C(F)(F)F)c2)C2=C(CC(c3ccco3)CC2=O)N1 (stereo unspecified)	-33%[inhibitor]	/	?	6%	32	/	?	-13%	1%
COc1cc2c(cc1NC(=O)c1ccccc1F)CCCC2	-12%	-3%	14%	-14%	1	i	-3%	8%	-12%
COc1ccc(NC(=O)C(=O)NCC2(c3ccccc3)CCCC2)c(OC)c1	?	/	?	-9%	/	/	35%	/	8%
O=C(COC(=O)c1ccc[nH]c1=O)Nc1ccc2c(c1)OC(F)(F)O2	i	-11%	2%	-11%	-12	i	50%	7%	-2%
Cc1cccc(NC(=O)CSc2c(C)cnc3c2c(=O)n(C)c(=O)n3C)c1C	i	/	16%	-1%	/	/	-4%	/	6%
Cc1ccc(S(=O)(=O)N(CC(=O)NCc2ccccc2Cl)C(=O)N2CCN(C)CC2)cc1	-8%	1%	13%	-12%	15	i	-5%	2%	-19%
OCC[C@@H]1C[C@@H](O)[C@H](O)[C@]2(CCc3ccccc3O2)O1	-16%	-7%	6%	-2%	0	i	-7%	-3%	8%
O=S1(=O)N=C(N/N=C/c2ccco2)c2ccccc21	-15%	-2%	10%	-3%	4	i	-5%	-1%	1%
O=C(Nc1ccncc1)c1cn(-c2ccccc2)nc1-c1cccs1	-13%	-17%	?	-26%	25	i	-1%	-18%	-17%
CCn1c(SCC(=O)c2ccccc2)nc2c(c1=O)SC(C)C2 (stereo unspecified)	i	-15%	31%	-28%	-4	/	21%	20%	-9%
O=C(CCn1cncn1)N1CCCC(N2CCN(c3cccc(C(F)(F)F)c3)CC2)C1 (stereo unspecified)	-10%	0%	-7%	-5%	2	i	/	-8%	22%
COc1ccc(C(=O)Nc2cc(C(F)(F)F)ccc2N2CCN(c3ccccc3)CC2)cc1OC	i	-2%	1%	-17%	/	/	-14%	-4%	19%
CCc1nc2ccc(C(=O)N3CCN(c4ccccc4F)CC3)cc2nc1CC	7%	1%	?	-3%&-1%	6	i	?	-4%	20µM*!
Brc1ccc2ncnc(NCc3cccnc3)c2c1	-30%	0%	?	-17%	14	i	-22%	-6%	-11%
CCOC(=O)C1CCCN(C(=O)CCS(=O)(=O)c2cc3c(cc2Cl)NC(=O)CO3)C1 (stereo unspecified)	-4%	-2%	1%	-26%	/	/	5%	-1%	-7%
NC(=O)CC(NC(=O)c1cccc(Br)c1)c1ccc(N2CCC(N3CCCCC3)CC2)c([N+](=O)[O-])c1 (stereo unspecified)	-21%	-1%	38%[activator]	-8%	4	i	-13%	3%	8%
Nc1n[nH]c(N)c1N=Nc1ccc(Cl)cc1Cl	-2%	-12%	18%	0%	15	i	0%	5%	-31%[inhibitor]
O=C(NC1=NCCS1)c1cc(-c2cccs2)nc2ccccc12	i	-22%	?	3%	8	i	35%	12%	?
COc1ccc(S(=O)(=O)N2CCC[C@H]2C(=O)N2CCC[C@H]2C(=O)NCc2ccncc2)cc1C	-45%	-1%	3%	4%	29	i	-1%	2%	16%
CN(C(=O)c1cccc(NC(=O)Cc2ccc(NC(=O)C3CCN(C(=O)C4CCC4)CC3)cc2)c1)C1CCCCC1	i	0%	1%	4%	-7	i	?	8%	12%
CCOC(=O)/C(C#N)=C\C1=C(N2CCOCC2)CC(C)(C)OC1	i	1%	14%	0%	6	i	-1%	0%	9%
COc1cc(/C=C/C(=O)OCC(=O)Nc2ccc3c(c2)OCO3)ccc1O	i	1%	-15%	-6%	-11	i	6%	6%	?
Cc1nc2ccc(S(=O)(=O)NCC(=O)N3CCN(c4ccccc4)CC3)cc2s1	-6%[57.5 µM]	3%	-3%	13%	4	i	-5%	-7%	19%
Cc1ccc(Cl)cc1NC(=O)CCCN1C(=O)c2cccnc2C1=O	i	-3%	14%	-1%	3	i	-1%	0%	25%
COc1ccc(CNC(=O)CN(C(=O)CCC(=O)Nc2ccccn2)c2ccc(C)cc2)cc1	i	0%	-20%	-3%	8	i	15%	7%	-1%
COc1cc(C(=O)NC2Cc3ccccc3C2)ccc1OC1CCN(C(C)=O)CC1	i	0%	11%	2%	11	i	18%	13%	-2%
Cc1c(-c2ccccc2)nc2c(Cl)cccc2c1C(=O)OCC(=O)c1ccc(F)cc1	i	/	-2%	-16%	/	/	1%	/	3%
COc1ccc(NC(=S)N2CCC(NC(=O)c3ccc(F)cc3)CC2)cc1	i	-2%	-10%	-16%	3	i	-5%	4%	-11%
Cc1ccc(OCC(=O)Nc2ccc3nc(SCC(=O)N4CCOCC4)sc3c2)cc1C	-3%	/	3%	1%	/	/	3%	/	13%
CC12CCC(=O)N1C(C(=O)OCC(=O)Nc1ccc(S(N)(=O)=O)cc1)CS2 (stereo unspecified)	-11%	-7%	6%	-12%	-12	i	7%	-25%	-14%
CC1Cc2cc(S(=O)(=O)NCCc3ccccc3)ccc2N1C(=O)C1CCC1 (stereo unspecified)	-52%[inhibitor]	/	-34%	-2%	/	/	-12%	/	-5%
COc1ccc(S(=O)(=O)NCc2ccc(C(=O)N3CCc4ccccc4C3)cc2)cc1	-25%	7%	-15%	24%	0	i	/	0%	0%
O=C(COC(=O)c1ccco1)Nc1nnc(-c2ccccc2)o1	i	2%	-10%	10%	1	i	14%	1%	-11%
CCOc1cc(C(=O)N/N=C(\C)Cc2ccc(OC)cc2)cc(OCC)c1OCC	-10%	-4%	?	4%	-22	i	/	19%	20%
CN(Cc1ccccc1)CC(O)COc1ccc(CNCc2ccc(Cl)s2)cc1 (stereo unspecified)	i	5%	4.5µM*	8%	?	i	13%	26%	-7%
Cc1ccc(C)c(NC(=O)CSc2cccc3cccnc23)c1	-31%[inhibitor]	21%	-21%	-2%	-24	i	24%	1%	5.6µM*
COc1ccc(C(=O)C2CCN(C(=S)NCCc3ccccc3)CC2)cc1	-8%	1%	-3%	6%	7	i	-5%	2%	5%
O=C(CCN1C(=O)NC2(CCCC2)C1=O)Nc1ccc(Sc2ccc(Br)cc2)cc1	-44%[inhibitor]	?	11µM*	2%	-4	i	26%	4%	13%
O=C(N/N=C/c1cccc([N+](=O)[O-])c1)c1cc(-c2ccc3c(c2)OCO3)n[nH]1	-7%	-2%	5%	?	4	i	13%	4%	-19%
Cn1cc(S(=O)(=O)N2CCN(c3ccc(F)cc3)CC2)c(=O)n(C)c1=O	-25%	1%	16%	1%	20	i	-11%	-5%	15%
CCOc1ccc(N/C=C/C(=O)c2ccc(OC)cc2)c([N+](=O)[O-])c1	-22%[57.5 µM]	-3%	2%	3%	-9	i	-13%	0%	-6%
COc1cc(C(=O)NNC(=S)NC(=O)c2ccc(F)cc2)cc(OC)c1OC	i	18%	6%	?	-24	i	36%	2%	-18%
C=CCNC(=O)/C(=C\c1cccc([N+](=O)[O-])c1)NC(=O)c1ccccc1	-10%	4%	36%[activator]	-8%	5	i	5%	-2%	-2%
O=C(CCl)N1CCN(S(=O)(=O)c2ccc3c(c2)CCC3)CC1	-33%[inhibitor]	0%	?	-9%	?	i	4%	0%	?
COc1cccc(-n2c(=S)[nH]c3c(oc4ccccc43)c2=O)c1	i	-5%	-1%	1%	14	i	22%	6%	11%
COc1cccc(/C=C/C(=O)NCc2cn3cc(Cl)ccc3n2)c1	11%	-3%	4%	1%	-5	i	3%	4%	3%[9.22 µM]
COc1cc(Nc2ccccn2)cc(C(=O)Nc2cccc(C(F)(F)F)c2)c1	-25%&-38%	-41%&-39%[inhibitor]	11µM*	0%&-67%	29&2	i	-15%&-5%	2%&1%	-72%&-42%[inhibitor]
O=S(=O)(NCC1CCCO1)c1ccccc1F (stereo unspecified)	i	-1%	5%	-2%	-11	i	8%	3%	-10%
Cc1noc(C)c1COC(=O)c1ccc2c(c1)S(=O)(=O)c1ccccc1C2=O	i	-8%	64%[activator]	-8%	37	i	29%	1%	9%
CCCNC(=O)CC1C(=O)N(Cc2ccccc2)C(C)c2nc3ccccc3n21 (stereo unspecified)	i	2%	-3%	16%	-11	i	8%	-5%	0%

# Later entries
structure	PTHR1 ag	aSyn yeast inh	GLP1R inv ag	Abeta rescue	DRD3 antagonist	pAkt inh	FUS suppressor	GLP-1R agonist	TDP43 rescue
COc1cccc(NC(=O)c2ccccc2N2C(=O)C3C4C=CC(C5CC45)C3C2=O)c1 (stereo unspecified)	i	-5%	?	13%	-3	i	11%	9%	-13%
COc1ccc(C/C(C)=N\NC(=O)c2c[nH]c3ccccc23)cc1OC	-13%	3%	33%[activator]	16%	4	i	-4%	15%	19%
CC(OC(=O)CNC(=O)C12CC3CC(CC(C3)C1)C2)C(=O)Nc1ccc(N2CCOCC2)cc1 (stereo unspecified)	i	5%	71%[activator]	0%	-7	i	?	19%	5%
CCSc1nnc(NC(=O)C(CC)(C(F)(F)F)C(F)(F)F)s1	-2%[57.5 µM]	-40%[inhibitor]	?	-48%[inhibitor]	64	i	-8%	-16%	-18%
CC(=O)Nc1ccc(-c2csc(NC(=O)CC(NC(C)=O)c3ccccc3)n2)cc1 (stereo unspecified)	i	0%	1%	7%	-4	i	21%	7%	4%

# Part of the list above in a different format:
Molecule: COc1ccc(C/C(C)=N\NC(=O)c2c[nH]c3ccccc23)cc1OC
  PTHR1 ag: -13%	aSyn yeast inh: 3%	GLP1R inv ag: 33%[activator]	Abeta rescue: 16%	DRD3 antagonist: 4	pAkt inh: i	FUS suppressor: -4%	GLP-1R agonist: 15%	TDP43 rescue: 19%
Molecule: COc1cccc(NC(=O)c2ccccc2N2C(=O)C3C4C=CC(C5CC45)C3C2=O)c1 (stereo unspecified)
  PTHR1 ag: i	aSyn yeast inh: -5%	GLP1R inv ag: ?	Abeta rescue: 13%	DRD3 antagonist: -3	pAkt inh: i	FUS suppressor: 11%	GLP-1R agonist: 9%	TDP43 rescue: -13%

# From PubChem BioAssay
